Compound activity as filed in PubChem.
EWS-Fli block: EWS/Fli-driven NR0B1 reporter inhibitors, primary screen, A673 cells, NR0B1 luciferase, luminescence, MLPCN library; viability-normalised; inhibition, % at 12.6 µM; 0.67% of 350,000 active;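 active = mean inhibition of at least 50% after viability correction, with every replicate also passing that limit; inconclusive = mean reaches 50% but only one of two replicates passes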;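 note: firefly luciferase signal divided by Alamar Blue viability fluorescence both relative to DMSO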
FN deposition inh: inhibitors of fibronectin matrix deposition, primary screen, AH1F cells, Alexa488-fibronectin fluorescence, plate reader; 0.086% of 350,000 active; AH1F fibroblasts, overnight; AID 743247, 2014; inhibition, % at 12.6 µM;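 active = mean inhibition across replicates of 30% or more, regardless of how many single replicates reach that level; inconclusive = mean under 30% yet at least half of replicates reach 30%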;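 note: positive control wells lacked labelled fibronectin entirely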
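Assay system: AH1F fibroblasts / Quantity: 10000 cells per well / Medium: DMEM plus 2% serum, read in PBS / Reagent: labelled fibronectin 24 nM / Dosing: single dose, pinned / Times: 1 h cell attachment, overnight exposure to compound and label / Signal: fluorescence, ex 485 nm, em 525 nm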
S100A4 MyoIIA: inhibitors of S100A4-myosin IIA peptide binding, primary screen, biochemical, fluorescence polarization, TAMRA-MyoIIA peptide | inhibition, % at 10.7 µM | AID 652163, 2013 | 0.14% of 360,000 active | Protein S100-A4 (Homo sapiens), P26447;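 active = mean inhibition of at least 70% across replicates, with every replicate also reaching that level; inconclusive = mean inhibition reaches 70% but some replicates fall short; inactive = mean inhibition below 70%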
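Compound dosing: one dose per compound; test system: human S100A4 monomer with TAMRA-labelled myosin IIA peptide; probe or stimulus: TAMRA-labelled myosin IIA heavy-chain peptide probe, 5 nM; medium: HEPES buffer with Ca2+, pH 7.2; schedule: 5 min incubation before reading; benchmarks: neutral control DMSO, positive control TFP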
E-sel inducer: E-selectin induction in HUVECs, primary screen, imaging, HUVEC, immunofluorescence imaging, single point | normalized: neutral wells 0, TNF-alpha wells 100 | AID 686992, 2013 | 0.37% of 260,000 active | activation, % at 7.58 µM;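 active = mean E-selectin-positive cell signal at least 10% of the positive control, reached in at least 60% of replicates, without over 20% cell loss; inconclusive = no rule given, readout overlaps actives, possibly toxicity-flagged; inactive = the rest, including those meeting only one limit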;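 note: in these data hits start at about 27%; measured in HUVEC primary endothelial cells; signal is the percent of cells scored E-selectin positive by PE staining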
Target sequence (P16581 whole entry, looked up): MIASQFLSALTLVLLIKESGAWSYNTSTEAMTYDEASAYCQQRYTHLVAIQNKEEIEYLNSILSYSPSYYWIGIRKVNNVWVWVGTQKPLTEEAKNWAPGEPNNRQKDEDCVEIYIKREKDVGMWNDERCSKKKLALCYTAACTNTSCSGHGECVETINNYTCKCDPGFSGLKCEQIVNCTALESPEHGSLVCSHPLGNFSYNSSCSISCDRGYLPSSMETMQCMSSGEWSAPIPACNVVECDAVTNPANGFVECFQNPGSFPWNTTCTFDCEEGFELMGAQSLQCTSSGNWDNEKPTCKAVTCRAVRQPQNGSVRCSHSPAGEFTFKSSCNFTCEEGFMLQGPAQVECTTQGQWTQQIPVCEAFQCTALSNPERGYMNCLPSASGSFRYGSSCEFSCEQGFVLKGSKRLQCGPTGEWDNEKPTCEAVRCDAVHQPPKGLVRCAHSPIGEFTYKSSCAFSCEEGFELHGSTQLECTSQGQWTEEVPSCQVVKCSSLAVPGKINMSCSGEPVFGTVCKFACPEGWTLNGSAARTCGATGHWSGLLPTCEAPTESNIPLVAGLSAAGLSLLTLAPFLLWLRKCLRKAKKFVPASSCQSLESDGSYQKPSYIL
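System: HUVEC / Compound: single concentration / Signal: immunofluorescence imaging / Read-out: percent E-selectin-positive cells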
XiGFP reactiv: activators of inactive X chromosome reactivation, primary screen, imaging, XiGFP fibroblasts, GFP high-content imaging, set 2; XiGFP mouse fibroblasts, % GFP-positive cells imaging, 3 d; cells co-treated with 5-aza-dC sensitizer; scaled so ellipticine positive control = 100%; 0.055% of 360,000 active; activation, % at 7.58 µM;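 active = mean normalized replicate activation at least 10% and every replicate at or above 10%; inconclusive = only one of the two criteria met; inactive = mean below 10% and not all replicates reach 10%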;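 note: 0% = median of on-plate neutral control wells and 100% = ellipticine 6 µM median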
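System: SV40-immortalized XiGFP fibroblast cells, line 68-5-11 / Incubation: 3-day compound exposure, then 15 min fixation at room temperature / Compound: single concentration per compound, delivered by pin transfer / Buffer or medium: DMEM plus 5-aza-dC sensitizer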
RAD52 anneal inh: RAD52 DNA annealing inhibitors, primary screen, biochemical, FRET, single point, set 2; DNA repair protein RAD52 homolog (Homo sapiens), P43351; recombinant RAD52 DNA annealing, FRET fluorescence; inhibition, % at 18.7 µM; 0.46% of 360,000 active; AID 651710, 2012;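 active = every replicate showing at least 50% inhibition; inconclusive = mean inhibition at least 50% but not in every replicate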
Target sequence (P43351 whole entry, looked up): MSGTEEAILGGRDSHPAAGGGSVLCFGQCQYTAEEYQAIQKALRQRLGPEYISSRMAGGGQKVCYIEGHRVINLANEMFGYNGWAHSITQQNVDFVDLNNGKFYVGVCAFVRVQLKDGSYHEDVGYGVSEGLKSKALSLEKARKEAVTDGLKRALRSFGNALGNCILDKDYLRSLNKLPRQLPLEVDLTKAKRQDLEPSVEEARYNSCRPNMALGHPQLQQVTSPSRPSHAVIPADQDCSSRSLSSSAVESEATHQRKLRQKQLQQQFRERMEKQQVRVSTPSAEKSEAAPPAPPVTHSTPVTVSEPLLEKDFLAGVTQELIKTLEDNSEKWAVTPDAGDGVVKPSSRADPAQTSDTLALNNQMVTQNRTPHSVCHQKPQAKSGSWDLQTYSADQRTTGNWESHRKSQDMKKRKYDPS
RAD54 inh: inhibitors of human RAD54 branch migration, primary screen, biochemical, fluorescence, single point. DNA repair and recombination protein RAD54-like (Homo sapiens), Q92698. RAD54 Holliday junction branch migration, FAM/BHQ fluorescence. inhibition, % at 10.4 µM. 0.14% of 360,000 active. AID 602329, 2012;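 active = mean normalized replicate activity at least 40 and at least half of replicates scoring 40 or more; inconclusive = only one of the two criteria met; inactive = mean below 40 and under half of replicates reaching 40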;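 note: 0% = median of neutral control wells and 100% = median of positive control wells; inhibitors cause a drop in the FAM fluorescence signal; in these data hits start at about 50%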
esBAF inh: Bmi1 luciferase reporter increase in mESCs, primary screen, esBAF inhibitor project, mouse ES cells, Bmi1 luciferase knock-in, single point; 24 h; 100% = twice the neutral-well signal; 2% of 350,000 active; reporter increase, % at 12.5 µM; in the data active = activation above about 40%; inconclusive = no clear call, values can overlap the other calls;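 note: 0% = median of the plate's neutral control wells and 100% = double that signal; a rise in the Bmi1 reporter signal indicates esBAF inhibition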
An asterisk follows results filed as active; i = inactive; ? = inconclusive; nt = not tested or not shown; & = joins results of further samples.

SMILES	RAD54 inh	RAD52 anneal inh	FN deposition inh	S100A4 MyoIIA	E-sel inducer	XiGFP reactiv	esBAF inh	EWS-Fli block
COC(=O)[C@]1(Cc2ccccc2)N[C@H](CN(C)S(=O)(=O)c2ccc(OC(F)(F)F)cc2)[C@@H]2C(=O)N(C)C(=O)[C@@H]21	3	-14	6	-29	5.7	-0.1	-9	2
COc1ccc(NC(=O)Nc2ccc3c(c2)CC(=O)N([C@@H](C)CO)C[C@H](C)[C@H](CN(C)Cc2ccc(Cl)c(Cl)c2)O3)cc1	-2	nt	nt	nt	-2.1	0.0	7	-11
O=C(O)C1(C(=O)O)CCC2(CCCCC2)CC1	nt	-2	nt	3	-0.1	-0.1	nt	-2
COc1ccc(/C=C/C(=O)Nc2ccccc2C(N)=O)cc1S(=O)(=O)N1CCOCC1	-7	-5	10	3	1.0	-0.1	6	-9
CCOC(=O)c1cnc2ccccc2c1Nc1ccc(C(=O)O)cc1	nt	-13	3	0	nt	0.0	nt	-2
O=C(NCc1ccccc1)C1c2ccccc2OCC(=O)N1Cc1cccnc1 (stereo unspecified)	nt	0	-9	-5	nt	0.1	nt	-3
C[C@@H]1CNC(=O)c2c(C(=O)NCc3ccc(CNC(=O)OC(C)(C)C)cc3)ncn21	-3	-3	7	-6	-0.5	-0.1	-1	-6
CNc1ccc(Br)cc(C(=O)/C=C/c2ccc(Cl)cc2Cl)c1=O	nt	-11	4	-11	0.1	0.3	nt	25
CCNC(=O)C[C@H]1CC[C@@H]2[C@@H](COc3ccc(NC(=O)Nc4cccc(Cl)c4)cc3C(=O)N2C)O1	-3	-8	5	6	0.2	0.1	-2	-13
CCC(=O)Nc1ccc2c(c1)C(=O)N(C)C[C@@H](OC)[C@@H](C)CN(C(=O)Cc1ccccn1)[C@@H](C)CO2	-1	-21	-1	6	0.1	0.2	-3	-3
O=C(NN=Cc1c(F)cccc1F)c1ccccc1NS(=O)(=O)c1cccs1	-4	-14	-7	-3	nt	-0.2	1	-7
Cc1noc(C)c1COC(=O)c1ccc2c(c1)OCCO2	-3	-10	10	-1	nt	nt	nt	nt
CC(C)C(C(=O)NCc1ccccc1)N1CCN(c2ccccc2F)CC1 (stereo unspecified)	nt	-7	2	-1	-0.4	-0.1	nt	-7
CCCNC(=O)c1nc(C)n(-c2cc(Cl)cc(Cl)c2)n1	nt	-20	0	1	-0.2	0.0	nt	-2
C[C@@H]1CN([C@H](C)CO)C(=O)c2cc(C3=CCCCC3)cnc2O[C@@H]1CN(C)Cc1ccccc1F	7	1	3	-9	-0.3	-0.1	1	-5
CN1CCN(C(=O)C[C@@H]2C[C@@H]3c4cc(NC(=O)NC5CCCCC5)ccc4O[C@@H]3[C@H](CO)O2)CC1	-5	13	-7	5	0.0	0.1	-4	-1
COc1ccccc1NC(=O)C1CCN(S(=O)(=O)c2ccc3c(c2)NC(=O)C(C)S3)CC1 (stereo unspecified)	-17	i	-3	-24	nt	0.0	-1	nt
Cc1cc(C(=O)Nc2cccc3c2O[C@@H](CN(C)C(=O)Nc2ccccc2)[C@H](C)CN([C@@H](C)CO)C3=O)n(C)n1	14	-7	nt	-2	0.0	-0.4	6	2
Cc1ccc(NC(=S)NNS(=O)(=O)c2ccc3ccccc3c2)cc1Cl	nt	-2	-1	-1	nt	0.1	nt	-1
O=C(N/N=C/C(Cl)=C/c1ccccc1)c1ccncc1	nt	-2	-9	-4	nt	0.1	nt	-1
COc1cccc(-c2nc3c(c(=O)[nH]c(=O)n3Cc3ccccc3)n2CCO)c1OC(F)F	1	2	2	-2	-0.1	0.1	-2	0
O=C(Cc1ccccc1)NNC(=S)Nc1ccccc1	nt	-21	2	2	nt	0.1	nt	-21
C[C@@H]1CCCCO[C@H](CN(C)C(=O)Nc2ccccc2)[C@@H](C)CN([C@H](C)CO)C(=O)c2cc(NC(=O)NC3CCCCC3)ccc2O1	0	22	-7	12	nt	-0.1	0	1
C[C@@H]1CCC(=O)N(C[C@@H](C)CSc2ccc(Br)cc2)CC1	-1	-4	-21	-1	0.6	0.0	-10	-14
COc1ccc(NC(=O)N(C)C[C@@H]2OCc3cnnn3CCCC(=O)N([C@H](C)CO)C[C@@H]2C)c(OC)c1	-4&0	1&8	8&4	-4&13	-0.1&-0.2	-0.1&0.5	-1&-5	-4&3
COc1cccc(NC(=S)NC2CC3CCCC(C2)N3C2CCCC2)c1 (stereo unspecified)	nt	-2	nt	-4	nt	-0.1	nt	-3
COc1ccc(CN(C)C[C@@H]2Oc3ccc(NC(=O)Nc4ccc(F)cc4)cc3C(=O)N([C@@H](C)CO)C[C@H]2C)cc1	?	11	nt	-22	-4.8	-0.2	-8	5
Cc1cc(S(=O)(=O)Nc2ccccc2C(=O)O)ccc1Cl	-2	-14	nt	1	nt	nt	-1	-37
Cc1ccc(C(C)C)c(OCc2ccc(C(=O)N/N=C/c3cccc(O)c3O)cc2)c1	nt	-1	0	0	1.1	-0.1	nt	30
COc1ccccc1S(=O)(=O)N1CCNC(=O)C1	-23	-1	8	-3	0.0	0.1	-3	14
CC1(C(=O)NS(=O)(=O)c2cccc(Cl)c2)CCN1C(=O)c1ccccc1CCc1ccccc1 (stereo unspecified)	3	-11	-7	-4	0.2	-0.1	-4	-1
O=C(Nc1ccc(F)cc1)Nc1ccc2c(c1)[C@H]1C[C@H](CC(=O)N3CCOCC3)O[C@@H](CO)[C@H]1O2	-9	14	-6	0	-0.4	0.4	-6	-1
CN1C(C(=O)NCc2cccc(C(F)(F)F)c2)CC2Cn3c(nc4cc(Cl)c(Cl)cc43)C21 (stereo unspecified)	-5	-156	7	-1	0.0	0.0	-1	4
CC(C)NC(=O)N(C)C[C@H]1Oc2ncc(-c3ccccc3F)cc2C(=O)N([C@@H](C)CO)C[C@H]1C	-4	-8	nt	16	-0.2	0.5	9	-10
CCOC(=O)c1c(C)c(C(=O)NCc2ccc(OC)cc2)c(C)n1C	nt	-20	-4	6	nt	0.0	nt	-2
Cc1cccc(-n2nc(C)c3c2NC2=C(C(=O)CCC2)C3c2ccccn2)c1 (stereo unspecified)	-6	-5	-3	2	6.8	0.3	nt	4
C[C@H](CO)N1C[C@H](C)[C@H](CN(C)C)Oc2ncc(-c3ccccc3)cc2C1=O	18&14	-5&0	-20	5&0	0.1	-1.1	2&2	-6&-2
COc1ccc(NC(=O)Nc2ccc3c(c2)C(=O)N([C@H](C)CO)C[C@H](C)[C@H](CN(C)S(=O)(=O)c2ccc(OC)cc2)O3)cc1	-1	-1	nt	-39	nt	nt	-4	24
CN(C)C(=O)CCc1ccc2c3c([nH]c2c1)[C@]1(CCC2CCCC2)[C@@H](C(=O)N2CCOCC2)C[C@H](CC(=O)NCCC2=CCCCC2)C(=O)N1CC3	-4	-15	nt	3	0.9	-0.2	13	8
O=C(Nc1ccccc1)c1cccc2c(Br)cccc12	-5	-2	1	-3	nt	0.2	8	7
O=C(O)[C@H](Cc1ccccc1)N1Cc2ccccc2C1=O	-6	4	2	-1	0.1	-0.2	-2	-9
O=c1[nH]c(=S)[nH]c2c1C(c1ccc(F)cc1)OC(CCOCc1ccccc1)C2 (stereo unspecified)	1	-17	4	-3	nt	0.2	1	8
N#CCCn1cc(C(=O)Nc2ccc(C(=O)O)cc2)c(-c2cc3ccccc3o2)n1	nt	-16	0	1	2.1	-0.2	nt	6
CCCC(C)c1nnc(NC(=O)CN2C(=O)c3ccccc3C2=O)s1 (stereo unspecified)	nt	-12	-12	-1	0.0	0.0	nt	9
Cc1cc2nc3n(c2cc1C)CC1CC(C(=O)NCCC(C)C)N(C)C31 (stereo unspecified)	4	-92	-5	9	-0.2	0.1	2	-8
CN1[C@@H]2Cn3c(ccc(C4=CCCCC4)c3=O)[C@H]1[C@@H](C(=O)NCCc1ccccc1)[C@@H]2CO	2	-5	nt	3	0.4	0.0	-1	0
CCN1CCN(c2ccc(S(=O)(=O)N3CCOCC3)cc2NC(=O)c2cc(Cl)nc3ccccc23)CC1	nt	2	1	-10	-0.9	0.0	4	7
CCOC(=O)c1sc(NC(=O)c2cc3ccccc3o2)nc1C	nt	-11	4	0	0.2	0.0	nt	87*
C[C@@H]1CN([C@@H](C)CO)S(=O)(=O)c2ccc(C#Cc3ccncc3)cc2O[C@@H]1CN(C)C(=O)C1CCOCC1	-4	-13	nt	-8	-0.2	-1.3	4	25
Cc1noc(C)c1NC(=O)Nc1ccc2c(c1)C(=O)N([C@H](C)CO)C[C@H](C)[C@H](CN(C)C)OCCCC[C@@H](C)O2	4	-14	nt	2	0.2	0.6	-6	-4
COc1cccc(-c2ccc3n(c2=O)C[C@@H]2[C@@H](CO)[C@H](C(=O)NC4CCC4)N[C@H]32)c1	2	7	nt	-4	-0.3	-0.1	-4	2
Cc1noc(C)c1NC(=O)N(C)C[C@H]1Oc2ccc(NC(=O)CCCCCC(=O)Nc3ccccc3N)cc2C(=O)N([C@H](C)CO)C[C@H]1C	1	-2	nt	-7	-0.9	0.3	2	-9
CCOC(=O)C1=C(C)C/C(=N\NC(=O)c2ccccc2O)CC1	nt	-10	4	-1	0.4	nt	nt	-36
CCNC(=O)[C@H]1[C@H](CO)[C@H]2Cn3c(ccc(C4=CCCC4)c3=O)[C@H]2N1C(=O)C1CC1	0	-18	nt	-16	0.1	0.3	-2	0
COC(=O)C1(CO)NC(c2ccc(C)cc2)C2C(=O)N(c3ccccc3)C(=O)C21 (stereo unspecified)	13	-27	11	-6	0.0	0.0	-10	-8
O=C(C[C@@H]1C[C@H]2c3cc(NC(=O)C4CCC4)ccc3O[C@H]2[C@H](CO)O1)NCCN1CCCCC1	-5	-6	-1	-50	-0.6	0.1	12	-4
COc1ccc(C(=O)NCCC(C)C)cc1S(=O)(=O)N1CCOCC1	-8	nt	-3	nt	-1.1	nt	1	nt
O=C1COCC(=O)N1CCc1c[nH]c2ccccc12	-12	-19	5	-4	nt	0.0	-3	17
O=C(Nc1cc(F)ccc1F)C1CCCN(c2ncnc3c2nc2n3CCCCC2)C1 (stereo unspecified)	0	-5	0	5	nt	0.0	8	nt
